From PubChem
Mtb BioA inh: M. tuberculosis BioA enzyme inhibitors, primary screen, biochemical, plate reader, single point, HTS; purified M. tuberculosis BioA enzyme; inhibition, % at 9.99 µM; 0.096% of 360,000 active; in the data active = inhibition above about 40%
Yp Topo-I inh: Yersinia pestis topoisomerase I inhibitors, primary screen, biochemical, cleavage product accumulation, plate reader, single point; DNA topoisomerase I (Yersinia pestis CO92); 0.064% of 360,000 active; activity, % at 10 µM; Y. pestis Topo-I cleavage product accumulation; in the data active = activity above about 50%, passing the limit was not always enough; note: inactives centre near 2
FadD28 FP inh: inhibitors of FadD28 bisubstrate probe binding, primary screen, biochemical, fluorescence polarization, single point. AID 588549, 2011. Mycobacterium tuberculosis FadD28 fatty-acid-AMP ligase. inhibition, % at 12.5 µM. 0.22% of 360,000 active; in the data active = inhibition above about 8.5%, passing the limit was not always enough
GDH-TPI counter: GDH-TPI coupling enzyme inhibitors, primary screen, artefact control for M. tuberculosis FBA inhibitor project, biochemical, absorbance, full deck | inhibition, % at 4.8 µM | GDH-TPI coupled enzyme counterscreen, NADH absorbance | 1.2% of 360,000 active | AID 588335, 2011; in the data active = inhibition above about 30%;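 note: 0% = DMSO wells and 100% = wells lacking the enzyme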
FBA Mtb inh: Mtb FBA enzyme inhibitors, primary screen, biochemical, fluorescence, strain H37Rv; Fructose-bisphosphate aldolase (Mycobacterium tuberculosis (strain ATCC 25618 / H37Rv)), …; purified M. tuberculosis FBA, fluorescence read-out; inhibition, % at 1 µM; 2.3% of 360,000 active; AID 588726, 2011; in the data active = inhibition above about 27%;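 note: 0% = vehicle and 100% = reference inhibitor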
TcdB GH inh: TcdB glycohydrolase inhibitors, primary screen, biochemical, single point, plate reader; Toxin B (Clostridioides difficile), P18177; TcdB glycohydrolase enzymatic assay; inhibition, % at 9.99 µM; 0.24% of 350,000 active; AID 652162, 2013; in the data active = inhibition above about 10%
PfHsp40 rescue: rescue of yeast from PfHsp40 toxicity, primary screen, S. cerevisiae, ATP luminescence; S. cerevisiae expressing PfHsp40, growth rescue; growth rescue, % at 12.5 µM; 0.68% of 340,000 active; AID 504582, 2011; in the data active = growth rescue above about 28%, passing the limit was not always enough;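 note: yeast W303a lacking pdr1 and pdr3 grown in galactose medium; growth measured after three days at 30 °C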
BH1578 lux ind: inducers of Vibrio cholerae quorum light production without autoinducers, primary screen, BH1578 luxS cqsA deficient, single point | activation, % at 18.7 µM | 0.16% of 350,000 active | V. cholerae BH1578 lux reporter, luminescence, 6 h; in the data active = activation mostly above about 9.7%, no sharp cut-off; note: not every result past the cut was called active; inactives centre near 0; reference of the scale not given here
Mtb UGM inh: M. tuberculosis UGM enzyme inhibitors, primary screen, biochemical, fluorescence polarization, single point; 0.06% of 320,000 active; AID 504406, 2011; purified UGM, fluorescence polarization probe displacement; UDP-galactopyranose mutase (Mycobacterium tuberculosis (strain ATCC 25618 / H37Rv)), …; inhibition, % at 10 µM; in the data active = inhibition above about 10%, passing the limit was not always enough
* hit, by the source's call; i = inactive; / = not tested or not shown; & = joins results of further samples.

SMILES	Mtb BioA inh	Yp Topo-I inh	FadD28 FP inh	GDH-TPI counter	FBA Mtb inh	TcdB GH inh	PfHsp40 rescue	BH1578 lux ind	Mtb UGM inh
CC(=O)Nc1ccc(C2=NN(C)C(=NCc3ccccc3)SC2)cc1	/	-5.5	-5.1	11.7	-2.5	1.5	-1.6	-0.7	-2.7
CCN(CC)CCNC(=O)c1ccc(Cl)c(S(=O)(=O)Nc2ccc(Cl)cc2)c1	3.6&-1.0	-6.7&1.2	-3.2&-0.4	-3.9&1.0	-2.1&2.7	0.8	2.8&-0.3	-1.3	1.1
O=C(Nc1ccc(N2CCOCC2)c(Cl)c1)c1ccc(Br)o1	1.3	0.3	-2.5	16.1	-2.8	/	1.2	-5.6	2.1
Cn1c(N2CCOCC2)nc2c1c(=O)n(Cc1ccc(Cl)c(Cl)c1)c(=O)n2C	10.4	20.1	-1.1	-2.6	-2.1	/	20.3	i	-0.8
CC1(Oc2cccc(C#N)c2)CCN(Cc2ccc(-c3ccccn3)cc2)C1 (stereo not drawn)	-0.6	22.9	-3.1	4.9	-0.4	0.7	/	-0.7	/
O=C(O)Cn1cc(C(=O)C(F)(F)F)c2ccccc21	0.0	-4.6	1.3	10.8	-2.7	6.8	1.2	-0.4	-2.1
CCCN1CCN(C(=O)C2CCCN(c3ncnc4c3nc3n4CCCCC3)C2)CC1 (stereo not drawn)	1.1	15.2	-0.3	1.5	-0.7	2.7	-0.1	-0.3	1.3
Oc1cc(O)c(CN2CCOCC2)cc1CN1CCOCC1	/	-4.2	-2.5	-6.1	-0.4	0.2	-2.1	i	/
COc1ccc(C(=O)N2CCN(c3nnnn3-c3ccccc3)CC2)cc1OC	/	-13.0	-2.6	-3.9	1.5	/	2.1	-5.8	0.7
CSCCC1NC(=O)N(CC(=O)Nc2ccc(-c3ccccc3)cc2)C1=O (stereo not drawn)	4.0	-3.0	0.1	2.4	1.4	1.9	0.2	-0.4	3.0
COc1ccccc1C(CNC(=O)c1cccc(S(=O)(=O)Nc2ccc(C)cc2)c1)N1CCCC1 (stereo not drawn)	-0.3	-7.7	-2.7	6.3	1.8	2.3	-1.4	-2.8	0.4
O=C(COC(=O)Cc1ccccc1)NCc1ccc2c(c1)OCO2	/	12.8	0.2	9.7	1.1	2.5	0.7	i	0.1
CC[C@H](C)C1NC(=O)[C@H](CC(=O)O)NC(=O)c2cc([N+](=O)[O-])cc(I)c2NCCC(C(N)=O)NC1=O (stereo partly drawn)	-0.3	7.4	0.9	5.7	-3.5	-0.1	0.1	0.6	2.1
COc1cc(NC(=O)c2cc3c(CO)cnc(C)c3oc2=Nc2cccc(C(N)=O)c2)cc(OC)c1	-2.0	-12.0	-3.5	1.1	2.9	1.1	-0.2	i	-0.2
Oc1ccc(N=Nc2ccccc2C(F)(F)F)c2cccnc12	-1.0	3.5	1.1	7.1	-1.8	0.2	0.3	i	-1.0
COC(=O)c1ccc(NC(=O)CNc2ccccc2)cc1	/	-9.4	-3.9	-1.9	-5.8	1.1	2.7	0.0	-3.3
C=CCOc1ccc(/C=C/C(=O)OCC(=O)N(C)C2CCS(=O)(=O)C2)cc1 (stereo not drawn)	-1.0	-2.3	-3.3	16.5	-1.1	1.4	-0.5	-3.6	1.6
CCc1ccc(OCCn2cccn2)cc1	/	-4.9	-0.9	-1.9	-2.6	0.9	0.5	-0.4	0.7
Cc1cc(F)ccc1S(=O)(=O)Nc1ccc(C(=O)N(C)Cc2ccco2)cc1	0.0	8.9	-3.4	-1.4	-1.7	1.1	1.2	-2.6	0.7
Cc1cccc(-n2c(-c3ccco3)n[nH]c2=S)c1	-1.1	-0.6	0.9	4.9	2.6	/	-1.7	i	4.0
CN(C)C(CNC(=O)Cc1c(Cl)cccc1Cl)c1ccccc1 (stereo not drawn)	/	0.7	-2.9	5.2	-3.3	5.4	-2.7	-0.3	-4.5
CCS(=O)(=O)c1ccc2oc(Nc3ccccc3C)nc2c1	-2.5	3.2	-0.6	-6.3	0.7	/	-1.7	/	-2.3
Nc1nnc(SCc2ccccc2)n1-c1ccccc1	0.6	2.3	-3.6	-11.7	-5.6	/	0.2	3.1	1.6
c1ccc(CSCc2nc3ccccc3[nH]2)cc1	0.3	-2.0	-0.3	4.2	2.5	/	0.8	-0.2	-0.9
O=C(COC(=O)c1n[nH]c2ccccc12)NCc1ccccc1	-1.3	-3.9	-1.0	4.4	8.6	/	0.4	-0.2	-2.1
The results go on:
SMILES	Mtb BioA inh	Yp Topo-I inh	FadD28 FP inh	GDH-TPI counter	FBA Mtb inh	TcdB GH inh	PfHsp40 rescue	BH1578 lux ind	Mtb UGM inh
CCN(CC)c1ccc(/C=N/N2CC(=O)NC2=S)cc1	-0.5	-4.8	-4.1	19.8	0.3	-1.4	1.0	-1.0	-0.4
Fc1ccc(-c2cnc[nH]2)cc1	-1.0	3.9	-0.7	5.8	0.4	/	1.7	1.0	-1.6
O=[N+]([O-])c1ccc(Sc2n[nH]c(-c3ccccc3)n2)nc1	1.3	2.6	0.4	20.4	4.6	/	-0.6	i	-0.2
Cc1cccc(C)c1NC(=O)C(c1ccccc1OC(F)(F)F)N1CCN(c2ccc(F)cc2)CC1 (stereo not drawn)	-6.7	/	-1.0	/	1.3	1.3	/	/	/
CCOC(=O)c1c(C)[nH]c(C)c1C(=O)COC(=O)c1ccc(OC)cc1	/	6.1	-4.8	-8.5	-0.4	0.3	2.0	-1.5	-0.2
CCCNC(=O)CCc1c(C)nc2nc(C)nn2c1C	/	-7.0	-1.7	3.9	0.4	1.1	0.3	i	-0.6
CCOC(=O)c1nnn(-c2nonc2N)c1CN(C)Cc1ccccc1	0.8	-5.2	-1.8	3.4	-2.0	/	0.1	-1.1	-0.9
CC1CCC(C(C)C)C(OC(=O)C[n+]2cc(-c3ccc(Cl)cc3)n3c2CCCCC3)C1 (stereo not drawn)	/	14.9	-4.3	-3.5	-5.9	2.2	1.1	-1.0	3.6
CC(C)(O)CCc1c(-c2ccc(O)cc2O)oc2c3c(cc(O)c2c1=O)OC(C)(C)C=C3	0.3	1.5	-5.9	0.7	-2.6	-1.8	8.0	-0.2	-0.4
COCC(=O)N1CCCC(CNS(=O)(=O)c2ccc(OC)cc2)C1 (stereo not drawn)	/	-10.4	-1.2	-0.9	-0.6	2.4	-0.1	i	-0.3
COCCNC(=O)c1cnn2c(C(F)F)cc(-c3ccc(C)cc3)nc12	0.7	2.0	-3.0	7.9	6.0	0.4	0.2	0.4	0.0
CC[C@@H](C)[C@H](NC(=O)C1CCN(C(=O)[C@@H](NS(=O)(=O)c2ccc(C)cc2)C(C)C)CC1)C(=O)O	-1.5	3.8	-2.1	7.6	3.4	/	-0.7	/	-3.0
O=C(OCc1cn([C@H]2C[C@H](c3ccc(Cl)cc3)N(CC3CCCCC3)C[C@@H]2O)nn1)c1ccccc1	-1.3	6.3	-1.2	2.4	3.2	1.0	/	0.5	/
COc1ccc(NC(=O)CCC(=O)OCc2ccc(C(=O)Oc3ccc(Cl)cc3)cc2)cc1	/	6.7	-1.4	-8.1	-2.0	/	-0.1	-0.6	3.3
O=C(CN1CCN(C2CCS(=O)(=O)C2)CC1)N1N=C(c2ccc(Cl)cc2)CC1c1ccco1 (stereo not drawn)	1.2	26.1	0.3	-0.7	-0.9	1.5	-0.8	-2.8	/
CC(/C=C/c1ccc2c(c1)OCO2)=N\NC(=O)c1cccc([N+](=O)[O-])c1	-0.1	4.4	1.2	19.6	3.3	-0.1	-1.1	-0.6	0.9
COC(=O)C1=COC(C)C2CN3CCc4c([nH]c5cc(OC)c(OC)cc45)C3CC12 (stereo not drawn)	-15.0	2.4	2.3	9.8	5.1	-1.2	-0.8	-0.5	2.3
CSc1ccccc1OCc1cc(C(=O)N[C@H]2CCCCNC2=O)no1	2.0	11.7	-3.4	-7.5	-1.2	0.5	-0.7	i	-3.0
COc1ccc(COCC(O)CN2CCc3ccccc3C2)cc1OC (stereo not drawn)	/	4.8	-2.0	-4.9	-1.1	1.8	5.3	-1.6	1.6
CCN1C(=O)/C(=C/c2ccc3c(c2)CCN3CCCCl)C(=O)NC1=S	-0.3	-3.3	1.7	9.9	2.6	0.5	0.2	-0.2	-1.0
CCC(C)NC(=O)c1ccc(CSCc2ccc(Cl)cc2)o1 (stereo not drawn)	/	28.7	-2.8	-11.5	-0.7	-1.3	9.1	i	1.5
O=C(NC1CCCCC1)NC1CC2CCC(C1)N2C(=S)NCc1ccco1 (stereo not drawn)	-3.6	-2.0	-0.1	2.4	-0.8	2.0	-0.5	-3.3	-1.6
COc1cc(OC)cc(-n2nnnc2SCC(=O)N2CCCC2)c1	-3.4	-1.3	-2.7	4.1	-0.8	/	0.0	i	2.0
O=C(Nc1nc(-c2cccs2)c(-c2cccs2)s1)C1CCCC1	/	-12.5	0.4	-2.2	8.3	0.8	1.7	-0.3	/
CC(=O)c1ccc(S(=O)(=O)Nc2c(C)nn(C)c2C)cc1	/	2.6	-0.8	5.2	0.8	2.2	0.4	-10.0	/
(continued)
SMILES	Mtb BioA inh	Yp Topo-I inh	FadD28 FP inh	GDH-TPI counter	FBA Mtb inh	TcdB GH inh	PfHsp40 rescue	BH1578 lux ind	Mtb UGM inh
CCCCC(=O)Nc1ccc(C(=O)NCCN2CCOCC2)cc1	-1.8	-3.7	1.5	4.5	4.2	1.2	1.1	0.0	-1.0
CN(C)CCCN1C(=O)c2cc3ccccc3cc2C1=O	-0.6	-2.3	-3.0	0.0	16.1	-0.3	-0.8	-0.8	2.5
CCOC(=O)C1CCCN(C(=O)/C=C/c2ccccc2[N+](=O)[O-])C1 (stereo not drawn)	0.4	-8.3	-3.0	15.5	-5.2	/	-1.4	i	2.9
O=c1cc(-c2ccccc2)oc2cccc(O)c12	-0.3	-1.0	-3.0	10.8	1.9	0.6	1.6	-0.3	/
CCOc1ccc(CNS(=O)(=O)c2cccs2)cc1OCC	-1.9	0.5	-1.8	0.0	0.7	1.6	0.8	-0.7	0.6
CC(C)(C)C(=O)Nc1ccc(Sc2ccc([N+](=O)[O-])cc2)cc1	/	-9.1	-0.4	22.1	-0.9	-0.3	5.9	0.0	/
